Tn7 DDE FP: disrupts Tn7 cyclic peptide binding to fibrin D-Dimer-E complex; P02675; FP displacement of FITC-Tn7 peptide from fibrin DD(E); 0% = median of compound wells per plate; inhibition, % at 8.3 µM; 0.13% of 370,000 active; AID 720508;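 active means inhibition above the mean of compounds falling within the control limits plus 3 SD of them, cut at about 14% in these data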;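 further: 0% = plate median of compound wells and 100% = 10 µM Aha-Tn7 peptide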
Target sequence (P02675 whole entry, looked up): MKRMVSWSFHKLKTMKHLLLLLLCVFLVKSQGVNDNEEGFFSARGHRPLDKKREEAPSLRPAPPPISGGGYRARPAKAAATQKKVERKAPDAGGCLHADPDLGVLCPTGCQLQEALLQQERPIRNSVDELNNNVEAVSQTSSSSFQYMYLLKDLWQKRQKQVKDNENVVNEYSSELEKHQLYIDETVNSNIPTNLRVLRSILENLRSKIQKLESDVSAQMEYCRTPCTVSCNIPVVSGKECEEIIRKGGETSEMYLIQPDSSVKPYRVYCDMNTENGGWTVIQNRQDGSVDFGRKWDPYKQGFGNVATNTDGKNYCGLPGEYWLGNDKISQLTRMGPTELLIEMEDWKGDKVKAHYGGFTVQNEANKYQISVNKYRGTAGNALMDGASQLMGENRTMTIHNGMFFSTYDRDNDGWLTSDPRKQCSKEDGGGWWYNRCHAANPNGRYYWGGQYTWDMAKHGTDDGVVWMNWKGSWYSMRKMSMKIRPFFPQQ
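Test system – human fibrin DD(E) · Times – 10 min preincubation, 3 h with tracer, room temperature · Detection – fluorescence polarization of the labelled Tn7 tracer · Measure – percent inhibition normalized to high-control wells · Benchmarks – high control wells with 10 µM unlabelled Aha-Tn7 peptide (full inhibition) · Repeats – singlicate testing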
Tn6 DDE FP: disrupts Tn6 cyclic peptide binding to fibrin D-Dimer-E complex; AID 720509; inhibition, % at 8.3 µM; 0.21% of 370,000 active; Fibrin DD(E) TRITC-Tn6 fluorescence polarization displacement;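 active means inhibition above a per-campaign cutoff: mean of compounds within control limits plus 3 SD, cut at about 15% in these data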;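 further: 0% = median of all compound wells on the plate and 100% = blocking peptide control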
sPLA2-III inh: Inhibits HGIII-sPLA2 liposome hydrolysis, primary screen; Q9NZ20; QFRET BODIPY PC-A2 liposome hydrolysis, fluorescence; inhibition, % at 12.2 µM; 0.56% of 370,000 active; AID 743126;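 active means inhibition above mean plus 3 SD of compounds lying within the high and low control bounds, cut at about 19% in these data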;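 further: 0% = median of test compound wells and 100% = no enzyme DMSO wells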
UHRF1 MBD2 ctr: human UHRF1 methylated DNA binding inhibitors; Q96T88; UHRF1 binding to methylated oligo, TR-FRET; AID 687016; 0.75% of 370,000 active; inhibition, % at 4.4 µM; in the data active means inhibition above about 21%;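 further: UHRF1 SRA domain binding a hemimethylated CpG hairpin DNA probe; 0% = median of test compound wells and 100% = reference inhibitor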
PLCb3 inh: inhibitors of human phospholipase C beta3 | 0.18% of 370,000 active | inhibition, % at 12.2 µM | Purified PLC-beta3, fluorogenic substrate, fluorescence; in the data active means inhibition above about 11%;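 further: 0% = median of compound wells on plate and 100% = full blocker control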
ARFGAP1 inhibitor: inhibitors of rat ARFGAP1 | AID 651572 | Arfgap1-stimulated ARF1 GTP hydrolysis, GDP FP detection | 0.26% of 360,000 active | inhibition, % at 16.5 µM;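 active means inhibition above a per-plate limit, mean inhibition of low control wells plus 3 SD, cut at about 25% in these data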;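 further: 0% = DMSO wells with enzyme and 100% = wells lacking Arfgap1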
Target sequence (Q62848 1-136 limits assumed): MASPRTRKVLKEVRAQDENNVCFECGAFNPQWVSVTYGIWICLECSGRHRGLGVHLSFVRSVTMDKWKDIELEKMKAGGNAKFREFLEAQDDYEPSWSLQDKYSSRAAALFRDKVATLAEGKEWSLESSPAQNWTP
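Material: rat Arfgap1 GAP domain (His6, aa 1-136), purified enzyme. Also added: human ARF1(Δ1-17)-GTP substrate. Compound dosing: 16.5 µM single point, 1.26% DMSO. Timing: enzyme reaction 120 min at 25 °C after 20 min preincubation. Signal: GDP detection by fluorescence polarization. Read-out basis: percent inhibition of GAP-stimulated GDP formation, scaled between DMSO and no-Arfgap1 medians.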
ASAP1 GAP inh: blocks human ASAP1-stimulated Arf1 GTP hydrolysis. AID 624377. GDP FP detection. 0.19% of 360,000 active. inhibition, % at 16.5 µM; in the data active means inhibition above about 25%;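 further: 0% = vehicle with enzyme and substrate and 100% = no enzyme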
Target sequence (Q9ULH1 325-724 limits assumed): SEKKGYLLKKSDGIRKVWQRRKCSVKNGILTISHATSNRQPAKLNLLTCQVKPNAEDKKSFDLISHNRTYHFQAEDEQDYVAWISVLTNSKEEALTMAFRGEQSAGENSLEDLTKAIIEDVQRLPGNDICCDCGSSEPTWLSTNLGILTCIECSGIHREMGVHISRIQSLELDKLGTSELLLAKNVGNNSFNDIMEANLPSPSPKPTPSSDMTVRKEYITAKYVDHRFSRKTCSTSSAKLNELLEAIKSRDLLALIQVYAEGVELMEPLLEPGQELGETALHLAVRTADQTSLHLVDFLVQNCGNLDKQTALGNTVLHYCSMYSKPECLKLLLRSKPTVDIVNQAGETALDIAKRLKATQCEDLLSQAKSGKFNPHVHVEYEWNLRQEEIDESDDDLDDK
NR1D1 modulator: modulators of human Rev-erb alpha DNA binding; P20393; Rev-erbα–FITC-DNA binding, fluorescence polarization, 90 min; activity, % at 10 µM; 0.79% of 370,000 active; AID 1259318;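 active means activity above about 14%, limit read from the data; passing the limit was not always enough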;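 further: 0% = DMSO wells with 35 nM protein and 100% = DMSO wells with 750 nM protein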
proKLK7 act: activators of human kallikrein-7 zymogen | purified proKLK7, EDANS-DABCYL substrate fluorescence; 100% is mature enzyme control, 0% vehicle | activation, % at 7 µM | 0.9% of 370,000 active | AID 652039;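 active means activation above the mean of all tested compounds plus 3 SD, computed per campaign excluding outliers beyond control limits, cut at about 13% in these data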
PLCg1 inh: inhibitors of human phospholipase C gamma1 | purified PLC-gamma1, fluorogenic substrate, fluorescence | inhibition, % at 12.2 µM | 0.84% of 370,000 active | AID 720700; in the data active means inhibition above about 9.5%
Active calls of the source: *; nt = no result given.

SMILES | Tn7 DDE FP | Tn6 DDE FP | sPLA2-III inh | UHRF1 MBD2 ctr | PLCb3 inh | ARFGAP1 inhibitor | ASAP1 GAP inh | NR1D1 modulator | proKLK7 act | PLCg1 inh
COc1ccc(Oc2ccc(C(F)(F)F)cc2NC(=O)c2ccc(OC)cc2)cc1 | -4 | 0 | 12 | 1 | -6 | 4 | 2 | -4 | 0.3 | -1
Cc1cccc(C)c1OCCn1nnc2ccccc21 | 0 | 3 | 5 | 2 | -2 | -14 | 2 | -3 | -0.5 | 0
Nc1ccc(C(=O)N2N=C(c3ccccc3)CC2(O)C(F)(F)F)cc1 (stereo unspecified) | 3 | -3 | -4 | 0 | -93 | 5 | -2 | 8 | -0.4 | -70
COc1ccc(/C=C2\SC(=O)N(CC(=O)N(C)C3CCS(=O)(=O)C3)C2=O)cc1 (stereo unspecified) | 0 | 1 | 3 | 0 | -7 | 2 | -7 | -8 | 0.2 | 6
OCC[C@H]1C[C@H](O)[C@@H](O)[C@@]2(CCc3ccccc3CO2)O1 | 1 | 1 | 6 | -3 | 4 | -2 | -1 | 1 | 0.9 | 1
O=S1(=O)C=C(SCc2cccc(Cl)c2)Nc2ccccc21 | 8 | -5 | -15 | 0 | 2 | -5 | 13 | -4 | 1.0 | 1
CCCC(C)(C)C(=O)N1CCC1(C)C(=O)NS(=O)(=O)c1cccc(Cl)c1 (stereo unspecified) | 3 | -1 | -4 | 2 | 4 | -4 | -4 | 6 | -0.2 | 8
N#Cc1cccc(NC(=O)CCC2CCCC2)c1 | 8 | 4 | -3 | 2 | 2 | 4 | -1 | 1 | -0.1 | 1
Cc1cc(C(=O)C[N+]2(C)CCOCC2)c(C)n1-c1ccc(Br)cc1 | -1 | -10 | -5 | -3 | 3 | 3 | 12 | 2 | -0.2 | 1
O=C(COC(=O)CCC1CCCC1)NCc1ccc(Cl)cc1 | 3 | 5 | -4 | -1 | -7 | -2 | -3 | -1 | 0.3 | -3
OCC[C@@H]1C[C@H](O)[C@@H](O)[C@]2(OCCc3cc(Cl)ccc32)O1 | 3 | -5 | 5 | 1 | 2 | 3 | -4 | 2 | -0.1 | -2
CCOc1ccc(NC(=O)CCCc2cc(-c3ccc(OCC)cc3)on2)cc1 | -1 | -8 | -4 | 0 | -1 | 7 | -10 | 0 | 0.5 | 2
CCOC(=O)C1(C)CCCCCN1C(=O)c1ccco1 (stereo unspecified) | -7 | 2 | 1 | -3 | 1 | 0 | -12 | 5 | -0.2 | 1
CN(C)S(=O)(=O)c1ccc(C(=O)Nc2cccnc2)cc1 | -4 | 7 | 10 | 4 | 9 | 0 | -1 | 6 | 0.3 | 8
COc1ccccc1-c1cc(C(=O)NC(C)C)no1 | 7 | 0 | 7 | 5 | -6 | 9 | 11 | 2 | -0.3 | -6
Cc1ccc(S(=O)(=O)N2CCN(c3cccc(C)c3)CC2)cc1 | 2 | 1 | 12 | 3 | -4 | 10 | -5 | 1 | -0.3 | 0
O=C(COS(=O)c1ccccc1)Nc1cc(Cl)ccc1N1CCOCC1 (stereo unspecified) | -2 | 1 | -12 | 6 | -3 | 19 | 4 | 0 | 0.3 | 6
Cc1nn(C)cc1CN(C)C(=O)c1nn2c(c1Cl)NC(c1cccs1)CC2C(F)(F)F (stereo unspecified) | 5 | -2 | -1 | 3 | 2 | -14 | -5 | -3 | -0.1 | 4
O=C(c1cccc(Cl)c1)N1CCCC(C(=O)N2CCN(c3ccccc3)CC2)C1 (stereo unspecified) | -2 | -3 | -3 | -1 | -7 | 2 | -10 | 1 | 0.4 | -3
CCCn1c(N)c(N(CCOC)C(=O)c2ccc([N+](=O)[O-])cc2Cl)c(=O)[nH]c1=O | -3 | -2 | 0 | -1 | -4 | -8 | 7 | 2 | 0.8 | 3
O=C(/C=C\Nc1ccc(Cl)cn1)c1ccc(Br)cc1 | 3 | -1 | -5 | 0 | -8 | 0 | 9 | 67* | -0.9 | -1
Cc1ccc(C(=O)Nc2cccnc2)cc1NC(=O)c1ccco1 | -7 | 1 | 0 | 0 | 1 | -2 | -7 | -1 | -0.2 | -1
CCOC(=O)N1CCN(Cc2c(F)cccc2F)CC1 | 2 | 3 | 0 | -2 | 0 | 0 | 0 | 1 | 0.3 | -1
O=C1C2C3c4ccccc4C(c4ccccc43)C2C(=O)N1CN1CCOCC1 (stereo unspecified) | 6 | 8 | -3 | -2 | 1 | -9 | -4 | 5 | 0.5 | -2
NS(=O)(=O)c1ccc(N2CCOCC2)c(C(=O)NCCCSc2ccccc2)c1 | -2 | -9 | -6 | 0 | -5 | -1 | -4 | 2 | 0.5 | 0
CCCCCCCCn1c(=O)c(C(=O)OC)c(N)c2ccccc21 | 1 | 8 | -8 | 1 | -9 | -2 | 17 | -5 | -0.3 | -3
COC(=O)CCN1CCC(c2cc(-c3cccc(C(F)(F)F)c3)n[nH]2)CC1 | -1 | -3 | -1 | -1 | -3 | 6 | -10 | -6 | -0.6 | 0
CCOc1ccc2oc(C(=O)Nc3ccc4c(c3)OCO4)c(C)c2c1 | 7 | -1 | 6 | 2 | -121 | -4 | 6 | 6 | -3.0 | -72
Cc1ccccc1OCC(=O)Nc1ccc(N2CCN(C(=O)c3ccco3)CC2)cc1 | -2 | -4 | 0 | -2 | -9 | 3 | 2 | 4 | 0.5 | 1
CC(C)CN1CCC(=O)N([C@H](CO)c2ccccc2)CC1 | -7 | 2 | 0 | 0 | 2 | 3 | -19 | -5 | -0.3 | -2
Nc1c(Br)c(=O)[nH]c(=O)n1-c1ccc(F)cc1 | 1 | 0 | 2 | 1 | -6 | 10 | 14 | 8 | 0.3 | 3
O=C(NCc1ccc2c(c1)OCO2)c1ccc(C2SCC(=O)N2Cc2ccco2)cc1 (stereo unspecified) | -2 | -6 | -7 | -1 | 3 | -6 | -17 | 5 | -0.2 | 2
C/C(CC(=O)Nc1ccc2c(c1)OCCO2)=N\NC(=O)COc1ccccc1C | 4 | 2 | -12 | -6 | -9 | -7 | 3 | -4 | 0.1 | -3
O=C(c1ccc(Br)cc1)N1CCN(c2ncccn2)CC1 | 4 | 1 | 3 | -1 | -6 | 12 | 8 | 3 | -0.2 | -3
Cc1cc(C)c(NC(=O)CNC(=O)COC(=O)/C=C/c2cccs2)c(C)c1 | 6 | -4 | 2 | -3 | -8 | 18 | -10 | -2 | -0.7 | 9
O=c1c(-c2ccc(Br)cc2)coc2c(CN3CCOCC3)c(O)ccc12 | 3 | 2 | -2 | 0 | -264 | -2 | -7 | 1 | 14* | -220
COc1ccc(-n2nnnc2-c2cn(C)nc2C(F)(F)F)cc1 | -2 | -5 | 1 | 0 | 0 | 8 | 6 | -1 | 0.1 | 0
CC/C=C(/NC(C)=O)c1ccccc1 | -6 | 4 | 10 | -2 | 4 | 3 | -6 | -2 | 0.2 | 1
CC(NC(=O)CCCCCNC(=O)N1CCn2c1nc1ccccc12)c1ccccc1 (stereo unspecified) | -3 | -6 | -8 | -4 | -4 | -1 | 18 | 1 | -0.2 | 2
COc1cc(OC)cc(-c2nc3ccccc3c(=O)o2)c1 | -1 | -8 | -6 | 0 | 1 | 3 | 2 | -3 | -0.6 | 5
C=CCN(C(=O)[C@@H](CCCC)[C@@H](O)c1ccc(C(C)=O)cc1)c1ccccc1 | 2 | 1 | -11 | -4 | 1 | nt | nt | 2 | 0.6 | 0
CC(C)C(OC(=O)CN1C(=O)c2ccccc2C1=O)C(=O)NC1CCCC1 (stereo unspecified) | 1 | 6 | 7 | 3 | -5 | 3 | -12 | 9 | 0.2 | 4
O=C(CNC(=O)c1ccc(Cl)cc1Cl)OCc1nc2ccccc2s1 | 4 | 3 | 9 | 4 | 0 | 6 | 5 | 1 | -0.7 | 6
CC1=C(C(=O)OC(C)(C)C)C(c2ccc3ccccc3c2)NC(=O)N1C (stereo unspecified) | 0 | -2 | -1 | 3 | -17 | -3 | 3 | 0 | -0.8 | -7
CC1(C(=O)NC2CCCCCC2)CCN1C(=O)Cc1ccc(-c2ccccc2)cc1 (stereo unspecified) | 0 | 8 | -10 | 9 | 1 | 6 | 1 | -5 | 0.5 | 4
OCc1ccccc1CN1CCCCCC1 | 0 | 0 | -10 | 3 | -4 | 0 | 10 | 6 | 0.0 | -2
CCN(CC)C1CCN(C(=O)c2ccc(OC3CCN(Cc4ccccn4)CC3)cc2)C1 (stereo unspecified) | 3 | -7 | 6 | 1 | -3 | 5 | -6 | -4 | 0.3 | 3
CS(=O)(=O)N(CC(=O)N1CCN(Cc2ccc3c(c2)OCO3)CC1)C1CCCCC1 | 10 | 6 | -4 | 0 | -6 | 1 | 0 | -6 | 0.4 | 2
Cc1nc(-c2ccccn2)nc(SCC(=O)c2ccc(F)cc2)c1Cl | 0 | 6 | -38 | 2 | -3 | -6 | 1 | 1 | -0.2 | 3
CCc1cc(C(=O)N2CCCC(C(=O)c3cccc(OC(C)C)c3)C2)n(C)n1 (stereo unspecified) | -4 | -1 | -1 | 1 | 1 | -2 | 1 | 0 | 0.8 | -2
O=c1cc2c(n[nH]1)CCCC2 | -4 | 8 | 9 | 3 | 0 | 14 | -3 | 9 | -0.1 | 0
CCOC(=O)[C@H]1[C@H]2COc3ccc(Br)cc3[C@@H]2N2C(=O)c3cc(Br)ccc3NC(=O)[C@@]12C | 3 | -1 | -5 | -1 | -1 | 3 | -4 | 1 | -0.3 | -2
CS(=O)(=O)Oc1ccc(/C=C2\C(=N)N3N=C(CC(=O)N4CCOCC4)SC3=NC2=O)cc1Cl | 1 | 2 | 2 | 0 | -15 | 5 | 6 | -3 | -0.8 | -6
O=C(COC(=O)c1cccc(Br)c1)NC(=O)NC1CCCC1 | 1 | -8 | -8 | -4 | -7 | -4 | 8 | 5 | 0.0 | 0
CC(=O)c1ccc(NC(=O)C2CCCN2S(=O)(=O)c2cccs2)cc1 (stereo unspecified) | -4 | 1 | 6 | 1 | 5 | 12 | -11 | 12 | 0.7 | 3

Entries of single compounds, quoted from the list. Order of screens: Tn7 DDE FP, Tn6 DDE FP, sPLA2-III inh, UHRF1 MBD2 ctr, PLCb3 inh, ARFGAP1 inhibitor, ASAP1 GAP inh, NR1D1 modulator, proKLK7 act, PLCg1 inh
`O=C(/C=C\Nc1ccc(Cl)cn1)c1ccc(Br)cc1` in the list: 3, -1, -5, 0, -8, 0, 9, 67*, -0.9, -1
`OCC[C@H]1C[C@H](O)[C@@H](O)[C@@]2(CCc3ccccc3CO2)O1` in the list: 1, 1, 6, -3, 4, -2, -1, 1, 0.9, 1
`COc1ccccc1-c1cc(C(=O)NC(C)C)no1` in the list: 7, 0, 7, 5, -6, 9, 11, 2, -0.3, -6
`O=c1c(-c2ccc(Br)cc2)coc2c(CN3CCOCC3)c(O)ccc12` in the list: 3, 2, -2, 0, -264, -2, -7, 1, 14*, -220

Source: PubChem BioAssay (several laboratories)
